CSN inh: inhibitors of CSN-mediated cullin deneddylation, primary screen, biochemical, fluorescence polarization, uHTS. COP9 signalosome complex subunit 5 (Homo sapiens), Q92905. Purified CSN, SCF-Nedd8-OG deneddylation. inhibition, % at 12.5 µM. actives 0.38% (n = 360,000);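 active = pattern-corrected inhibition above about 35%, with an unprinted fluorescence ratio check between 0.5 and 1.5, limit read from the data, passing the limit was not always enough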;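 also: 0% = enzyme with substrate and 100% = substrate without enzyme; some results filed as inactive read as strong as hits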
Target sequence (Q92905 whole entry, looked up, one chain of several): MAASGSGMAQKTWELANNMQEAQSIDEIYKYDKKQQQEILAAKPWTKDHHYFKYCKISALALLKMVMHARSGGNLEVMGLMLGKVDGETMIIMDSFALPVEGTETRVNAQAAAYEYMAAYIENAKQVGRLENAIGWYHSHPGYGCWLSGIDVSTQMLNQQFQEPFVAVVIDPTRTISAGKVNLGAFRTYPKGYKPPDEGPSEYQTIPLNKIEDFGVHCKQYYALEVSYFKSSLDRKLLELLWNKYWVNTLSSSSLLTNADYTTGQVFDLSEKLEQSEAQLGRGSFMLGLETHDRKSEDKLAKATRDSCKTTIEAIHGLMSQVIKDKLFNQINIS
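Assay system: Purified human Csn5 enzyme expressed in HEK293T cells | Amount: Enzyme 0.24 nM | Measured by: Fluorescence polarization readout | Medium: Tris/NaCl/DTT buffer, pH 7.5 | Compound dosing: One concentration, 12.5 µM, 0.25% DMSO | Times: 90 min incubation of compound, enzyme and substrate at room temperature | Control set: no-enzyme wells high, enzyme-with-substrate wells low | Read-out: % inhibition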
SUMO1 PPI mod: modulators of SUMO1 protein-protein interactions, primary screen, biochemical, uHTS; SUMO1 binding to a labelled peptide, TR-FRET, 1 h; inhibition, % at 20 µM; actives 0.33% (n = 360,000); in the data active = inhibition above about 37%
Target sequence (P63165 whole entry, looked up): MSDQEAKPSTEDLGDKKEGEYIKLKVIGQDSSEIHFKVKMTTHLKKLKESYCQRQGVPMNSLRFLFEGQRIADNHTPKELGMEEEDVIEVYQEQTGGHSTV
Scp1 inh: Scp-1 phosphatase inhibitors, primary screen, biochemical, colorimetric, uHTS. Recombinant Scp1, phosphopeptide, malachite green phosphate absorbance. AID 493091, 2011. Carboxy-terminal domain RNA polymerase II polypeptide A small phosphatase 1 (Homo …. actives 0.88% (n = 340,000). inhibition, % at 20 µM;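 active = inhibition above about 50% at 20 µM, limit read from the data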;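 also: plate controls were DMSO wells with enzyme for no effect and wells lacking enzyme for full effect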
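Material – SCP-1 phosphatase catalytic domain, residues 76-261 · Buffer or medium – Acidic Tris acetate buffer with magnesium and detergent · Also added – Phospho 17-mer peptide substrate · Compound – single 20 µM dose, 1% DMSO · Times – 45 min room-temperature reaction, 5 min colour, 30 min stabiliser · Technique – Phosphate-binding colour reagent, absorbance read at 630 nm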
NadD block: inhibitors of S. aureus NadD, primary screen, biochemical, colorimetric, uHTS. actives 0.78% (n = 360,000). inhibition, % at 20 µM. AID 602399, 2012. purified NadD enzyme, colorimetric absorbance read-out. Nicotinate-nucleotide adenylyltransferase NadD (Staphylococcus aureus N315); in the data active = inhibition above about 26%; also: some compounds past the cut are filed as inactive
DNMT1 block: human DNMT1 methyltransferase inhibitors, primary screen, biochemical, molecular beacon, fluorescence, HinP1I cleavage, uHTS | DNA (cytosine-5)-methyltransferase 1 (Homo sapiens), P26358 | inhibition (reported as % activation of signal), % at 10 µM | actives 0.83% (n = 360,000); in the data active = inhibition above about 50%
Rpn11 block: Rpn11 (PSMD14) deubiquitinase inhibitors, primary screen, biochemical, fluorescence polarization, uHTS. human 26S proteasome, Ub4-pepOG fluorescence polarization; 20S core pre-blocked with epoxomicin. AID 588493, 2011. actives 0.59% (n = 360,000). calls only at 20 µM. 26S proteasome non-ATPase regulatory subunit 14 (Homo sapiens), O00487;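 active = inhibition at 20 µM, scaled to each plate's controls, above about 33%, limit read from the data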
Target sequence (O00487 whole entry, looked up): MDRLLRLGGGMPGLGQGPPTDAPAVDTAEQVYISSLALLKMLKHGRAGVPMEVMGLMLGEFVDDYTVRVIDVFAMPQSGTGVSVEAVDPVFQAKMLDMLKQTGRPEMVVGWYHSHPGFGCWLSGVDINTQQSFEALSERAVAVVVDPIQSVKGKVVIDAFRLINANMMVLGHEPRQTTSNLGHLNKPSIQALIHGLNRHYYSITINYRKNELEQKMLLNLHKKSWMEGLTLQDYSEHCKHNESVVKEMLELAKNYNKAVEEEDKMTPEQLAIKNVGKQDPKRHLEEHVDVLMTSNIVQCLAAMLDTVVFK
LMPTP inh: LMPTP phosphatase inhibitors, primary screen, biochemical, fluorescence intensity, uHTS | Low molecular weight phosphotyrosine protein phosphatase (Homo sapiens), P24666 | recombinant LMPTP-A, OMFP fluorogenic substrate | inhibition, % at 20 µM | actives 0.22% (n = 360,000) | AID 651560, 2012;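 active = compounds that cut the enzyme signal by at least half of the control window in the single-dose screen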;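 also: plate controls were DMSO wells with enzyme plus substrate for no effect and substrate without enzyme for full effect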
Target sequence (P24666 whole entry, looked up): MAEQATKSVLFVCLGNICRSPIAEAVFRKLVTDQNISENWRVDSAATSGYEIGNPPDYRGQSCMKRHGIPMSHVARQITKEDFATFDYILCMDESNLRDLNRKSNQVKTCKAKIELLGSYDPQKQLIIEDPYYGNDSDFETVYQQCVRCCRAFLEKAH
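Test system – LMPTP-A enzyme · Amount – LMPTP-A at 0.625 nM final in the reaction · Buffer or medium – Bis-Tris pH 6.0, DTT, detergent · Reagent – OMFP 400 µM · Doses – single 20 µM dose · Schedule – reaction 50 min, room temperature, dark · Detection – fluorescence intensity of OMFP turnover product · Evaluation – percent inhibition versus substrate-only and uninhibited controls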
Rin1 Abl inh: inhibitors of Rin1-Abl protein binding, primary screen, biochemical, TR-FRET | AID 588664, 2011 | Tyrosine-protein kinase ABL1 (Homo sapiens) + Ras and Rab interactor 1 (Homo sapiens), … | actives 0.4% (n = 360,000) | inhibition, % at 7.35 µM; in the data active = inhibition above about 5%, passing the limit was not always enough
Neddylation inh: inhibitors of cullin neddylation, primary screen, biochemical, TR-FRET, uHTS, NAE and Ubc12; NEDD8-conjugating enzyme Ubc12 (Homo sapiens) + NEDD8-activating enzyme E1 regulatory …; calls only at 25 µM; actives 0.58% (n = 360,000); in the data active = inhibition above about 36%
STEP block: STEP phosphatase inhibitors, primary screen, biochemical, fluorescence intensity, uHTS; recombinant STEP, OMFP fluorogenic substrate; inhibition, % at 20 µM; actives 0.25% (n = 360,000); AID 588621, 2011;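 active = inhibition at 20 µM, scaled per plate between control wells, above about 37%, limit read from the data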;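 also: 0% = DMSO with enzyme and substrate and 100% = substrate only without enzyme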
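Material: STEP (striatal-enriched tyrosine phosphatase) enzyme, cell-free | Medium: 50 mM Bis-Tris pH 6.0 with 2.5 mM DTT and 0.005% Tween 20 | Read-out: Percent inhibition scaled to no-enzyme and uninhibited-enzyme controls, plate-pattern corrected | Signal: Fluorescence read at 480 nm ex / 540 nm em | Times: 20 min reaction, room temperature, in the dark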
* = called active by the depositor; i = inactive; . = no result given; + = active, no number.

Values in the order – CSN inh	Scp1 inh	NadD block	Rin1 Abl inh	Rpn11 block	STEP block	Neddylation inh	DNMT1 block	SUMO1 PPI mod	LMPTP inh
CCC1=C(C)C(N2CCOCC2)=NP(N2CCOCC2)(N2CCOCC2)=N1
    4	-14	-15	1	i	-1	i	2	-4	-0.3
Cn1c(=O)c2c(nc(N/N=C/c3c(O)n(C4CCCCC4)c(=S)[nH]c3=O)n2C)n(C)c1=O
    4	-17	2	-2	+	9	+	-5	-6	-0.2
CCOC(=O)C(O)(c1ccc(N(CC)S(=O)(=O)c2ccccc2)cc1)C(F)(F)F (centres undefined)
    -5	-1	-10	0	i	0	i	-2	3	-0.4
O=C(Cc1cccc(C(F)(F)F)c1)N1CCN(CC(=O)N2CCCC2)CC1
    1	0	-4	-5	i	-2	i	2	-1	-1.5
COC(=O)C1=C(c2ccc3ccccc3c2)C[C@@H]2CC[C@H]1N2C(=O)N1CCC(O)CC1
    0	-2	-1	0	i	-1	i	1	-4	1.1
CC1(O)CCN2C(=O)CCc3cccc1c32 (centres undefined)
    -4	-8	4	1	i	1	i	2	-12	2.0
O=C(NN=Cc1ccc(N(CCCl)CCCl)cc1)c1cccnc1
    7	-8	1	-3	i	3	i	-1	-21	-1.9
COC(=O)C1=C(c2ccccc2)C[C@@H]2CC[C@H]1N2C(=O)NC1CCCCC1
    -4	-8	-6	0	i	-1	i	2	-1	-2.2
Nc1ccc(C2(c3ccc(N)cc3)c3ccccc3-c3ccccc32)cc1
    4	26	20	2	i	-1	i	-25	-4	3.5
C=CCC1C(=O)NC(=S)NC1=O
    7	1	-3	-2	i	-1	i	-4	5	-1.4
C#CCCC[C@@H]1OC(=O)CNC(=O)C([C@@H](C)CC)NC(=O)[C@@H]2CCCN2C(=O)C([C@@H](C)CC)OC(=O)[C@H](Cc2ccccc2)N(C)C(=O)[C@H](C(C)C)NC(=O)C1(C)C (some centres undefined)
    0	.	-2	1	i	0	i	-16	-1	0.0
CN(C)CC1CSCCC1(O)c1cccc(Cl)c1 (centres undefined)
    0	1	0	-2	i	1	i	2	-1	-0.3
O=c1cccc2n1CC1CNC[C@H]2C1
    -2	-6	-1	0	i	-1	i	1	3	-0.8
CCC(C)C1NC(=O)C(C(C)=O)=C1O (centres undefined)
    4	-1	1	-3	i	-2	i	-2	1	-1.6
CN(C)CCCNCC(=O)Nc1ccc(Cl)cc1C(=O)c1ccccc1
    5	2	4	4	i	0	i	0	-4	-6.1
CC1COC2N=C(N[N+](=O)[O-])NC2O1 (centres undefined)
    -6	-3	0	4	i	-2	i	-3	2	-0.1
CC(C)c1cc(Br)c(NC(=O)Nc2cccnc2)c(Br)c1
    -1	-7	-3	0	i	-1	i	2	1	0.2
CC(=O)OC1CCC2(C)C(=CC(=O)C3C2CCC2(C)C(OC(C)=O)CCC32)C1 (centres undefined)
    -2	0	-2	4	i	-1	i	2	1	-0.6
O=S(=O)(c1ccc(O)cc1)c1ccc(O)cc1
    4	-3	-4	0	i	-2	i	0	6	-2.4
NNc1n[nH]c(=S)n1N
    -4	-7	5	-3	i	0	i	-9	-6	-0.5
Cc1ccsc1C(=O)C1CCCN(Cc2ccc(-n3cccn3)cc2)C1 (centres undefined)
    3	-6	-2	0	i	-3	i	-2	4	-0.8
O=C1NC(=O)N(Cc2ccco2)C(=O)/C1=C\c1cccn1CCOc1ccc(Cl)cc1
    22	-3	17	0	i	-2	i	59*	21	3.4
O=C(CN1CCCCC1)c1ccc(OC(F)F)cc1
    -2	3	1	0	i	0	i	-2	-2	-1.4
C[C@@H]1CN([C@@H](C)CO)C(=O)CCCn2cc(nn2)CO[C@H]1CN(C)C(=O)Oc1ccc2ccccc2c1
    0	.	-3	0	i	-1	i	5	3	-1.0
Cc1ccc(-c2nc3ccccc3c(=O)n2-n2cccc2)cc1
    1	0	8	-3	i	-1	i	2	-1	-0.5
CSc1ncc(CN2CCCC(C(=O)c3cccc(Cl)c3)C2)cn1 (centres undefined)
    -5	-7	-5	0	i	-5	i	0	1	-1.2
O=C1C2CCCC1C(N1CCCCC1)CC2 (centres undefined)
    8	0	-1	0	i	-5	i	0	4	-3.6
COC(=O)C1=C(c2ccc(Cl)c(C(F)(F)F)c2)C[C@@H]2CC[C@H]1N2C(=O)NCCOc1ccc(OC)cc1
    1	-3	-4	4	i	1	i	3	13	4.4
CC(C)Oc1cccnc1N(C)C1CCN(Cc2ccccc2)CC1
    -5	-6	5	-2	i	0	i	0	-5	-0.4
Nc1ccc(Cl)cc1C(=O)c1ccccc1
    -6	-7	-1	0	i	-5	i	2	-9	1.1
COc1ccc(C(c2nnnn2-c2c(C)cccc2C)N2CCC(n3c(=O)[nH]c4ccccc43)CC2)cc1 (centres undefined)
    -4	.	17	5	i	5	i	-14	8	6.3
OC12CCCCC1C(c1ccccc1)NCC2 (centres undefined)
    -3	-4	-4	3	i	2	i	2	1	1.3
CC/C(=N\Nc1ccccc1)c1c(O)n(-c2ccccc2)c(=O)[nH]c1=O
    -1	-7	8	1	i	1	i	-1	-1	0.4
COCCN1C(=O)/C(=C/c2c(OC)cc(OC)cc2OC)C(=O)N(c2ccccc2)C1=O
    1	-16	0	-4	i	-1	i	3	-2	-0.9
CC1(C)C[C@H]2C=C(C=O)[C@]3(C=O)C[C@]3(C)[C@H]2C1
    18	7	4	0	i	-2	i	10	4	-0.8
O=c1[nH]c(=S)n(-c2ccccc2)c(O)c1/C=N/N1CCCCC1c1cccnc1 (centres undefined)
    37*	-9	5	0	.	-2	i	0	-3	-0.3
CN1CCC(O)(c2ccccc2)C(C(=O)c2ccccc2)C1 (centres undefined)
    1	-10	-1	-2	i	-2	i	1	-1	-1.0
CCC(=O)N1CC(=O)Nc2ccc(Cl)cc2C1c1ccc(F)cc1 (centres undefined)
    3	6	2	-3	i	0	i	1	1	-1.7
CCOC(=O)C(O)(c1ccc(NC(=O)NC2CCCCC2)cc1)C(F)(F)F (centres undefined)
    2	-4	0	1	i	-1	i	-7	-3	1.2
CC1=CC(=O)OC2CC3OC4C[C@@H](C)C5OC6CC7O[C@]8(C)C/C=C\C9OC%10CC%11OC(CC(C)C%12OCCO%12)CC(O)[C@]%11(C)OC%10CC9OC8C[C@]7(C)O[C@]6(C)CCC5OC4C[C@]3(C)OC12 (some centres undefined)
    -1	-6	-11	4	i	1	i	-11	3	0.1
COc1ccc(NC(=O)N2C[C@@H]3C[C@@H](C2)c2cccc(=O)n2C3)c(OC)c1
    0	-1	2	-2	i	1	i	3	3	0.2
O=c1[nH]c(=O)n(Cc2ccco2)c(O)c1C=NCc1ccc2c(c1)OCO2
    8	9	1	0	i	3	i	2	-3	0.2
COC(=O)C1=C(c2ccc(-c3ccccc3)c(F)c2)C[C@@H]2CC[C@H]1N2C(=O)NC1CC1
    1	-14	1	-2	i	-3	i	-1	3	0.1
COC(=O)C1=C(c2ccc3ccccc3c2)C[C@@H]2CC[C@H]1N2C(=O)NC(C)C
    6	-6	-3	-2	i	-1	i	-2	-3	-1.1
O=P1(NCc2ccco2)COc2ccccc2OC1
    -2	6	-1	4	i	-2	i	1	-7	0.1
COC(=O)[C@@H]1C(OC(=O)c2ccccc2)CC2CCC1N2C (some centres undefined)
    -4	2	1	5	i	7	i	0	0	-1.6
COc1cccc2cc(-c3cc(=O)oc4ccc(OC(=O)N(C)C)cc34)oc12
    -1	-8	-7	-2	i	0	i	-4	-17	2.2
COCCNC(=S)N1Cc2ccccc2-n2nncc2C1
    0	.	-1	-1	i	0	i	3	-1	-0.9

Some values from the results shown:
CC1(C)C[C@H]2C=C(C=O)[C@]3(C=O)C[C@]3(C)[C@H]2C1 @ CSN inh = 18
C#CCCC[C@@H]1OC(=O)CNC(=O)C([C@@H](C)CC)NC(=O)[C@@H]2CCCN2C(=O)C([C@@H](C)CC)OC(=O)[C@H](Cc2ccccc2)N(C)C(=O)[C@H](C(C)C)NC(=O)C1(C)C (some centres undefined) @ Rin1 Abl inh = 1
CC(=O)OC1CCC2(C)C(=CC(=O)C3C2CCC2(C)C(OC(C)=O)CCC32)C1 (centres undefined) @ NadD block = -2
COCCNC(=S)N1Cc2ccccc2-n2nncc2C1 @ STEP block = 0

Only Rin1 Abl inh, for some of the entries so far:
canonical_smiles | Rin1 Abl inh
COCCN1C(=O)/C(=C/c2c(OC)cc(OC)cc2OC)C(=O)N(c2ccccc2)C1=O | -4
CC1(C)C[C@H]2C=C(C=O)[C@]3(C=O)C[C@]3(C)[C@H]2C1 | 0

Source: PubChem BioAssay

The list is partial; count on the stated rates, not on these rows.
